IL2 activator: activators of IL-2 | activation, % (series mostly up to about 46 µM) | IL-2 activation reporter assay, cell-based qHTS; stimulated with anti-CD3/CD4/CD28 beads; in transgenic mouse T cells | hit rate 0.065% among 360,000; in the data active = activation above about 50%; inconclusive = mostly about 30% to 49%; also: 0% is about no effect
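Quantitative HTS in unstimulated transgenic mouse T cells, with memory T cells as non-tolerant control and PMA/ionomycin as tolerance-bypass control. Compound pretreatment lasted 60 minutes before 18 h bead stimulation; EGFP/DsRed fluorescence read.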
Nrf2 block: inhibitors of Nrf2 signaling; A549 ARE-Fluc reporter, luciferase luminescence, 18-24 h; AID 504444; Potency, µM (titrated, usually from 46 µM), without a hit: at the highest dose activity change, negative = inhibition, most hits filed as inhibitors; hit rate 2.1% among 360,000; also: potency is read from the fitted curve at half-maximal effect; % is scaled to controls: 0 for no effect and ±100 for the full control effect; nearly all actives have a fitted effect of over 60% in size
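Cells were seeded and rested 2 h, then exposed to compounds for 18-24 h. CellTiter-Fluor was read first as a viability measure. BugLite was added 15 min before the final luminescent read of ARE-luciferase activity in A549 cells.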
Nrf2 activator: activators of Nrf2 (ARE) signaling. Potency, µM (titrated, usually from 46.1 µM), for the others: top-dose activation, actives largely listed as activators. AREc32 ARE-luciferase reporter (MCF7-derived line), luminescence, 24 h. hit rate 0.31% among 410,000. AID 624171; also: potency is read from the fitted curve at half-maximal effect; % of control where 0% means no effect; nearly all actives have a fitted effect of over 65% in size
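Each well held 1000 AREc32 cells, which were incubated with compound for 24 hr at 37 deg C after overnight attachment, and ARE reporter activity was quantified by firefly luciferase luminescence.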
A549 viability: A549 cytotoxicity, counter-screen for Nrf2 inhibitors | A549 ARE-Fluc cells, CellTiter-Fluor viability, 18-24 h | Potency, µM (top dose mostly 46 µM), for inactives: at the highest dose activity change, negative = cytotoxicity, usual class: inhibitors | hit rate 0.16% among 390,000 | AID 504648; also: potency is read from the fitted curve at half-maximal effect; % is scaled to controls: 0 for no effect and ±100 for the full control effect
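A549 ARE_Fluc cells in 5% FBS OPTI-MEM were exposed to compounds in concentration-response for 18-24 h at 37 deg C. Viability was read by CellTiter-Fluor fluorescence (Ex 405/Em 525) after 30 min, before the luciferase read.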
TGFb inhibitor: TGF-b pathway inhibition; HepG2 CAGA-GFP TGF-b/SMAD3 reporter, GFP fluorescence, 18 h; TGF-beta stimulated, 500 pg/mL final; Potency, µM (highest dose often 46.1 µM), for inactives: top-dose activity, negative = inhibition, most hits filed as inhibitors; hit rate 1.2% among 410,000; AID 588855; also: potency is read from the fitted curve at half-maximal effect; % is scaled to controls: 0 for no effect and ±100 for the full control effect; nearly all actives have a fitted effect of over 65% in size
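Inhibition was scored as loss of TGF-beta-induced (500 pg/mL final, 18 hours, 37 degrees C) GFP in HEPG2 cells carrying a CAGA-GFP reporter, in DMEM with 1% FBS. Well GFP was summed per cell; Activity was normalised to unstimulated and stimulated DMSO wells, then concentration-response fitting.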
HepG2 tox: kills HepG2 cells in TGF-b inhibitor counter-screen | Potency, µM (top dose mostly 46.1 µM), inactives show at the highest dose activity change, negative = cytotoxicity, most hits filed as cytotoxic | hit rate 0.76% among 410,000 | HepG2 CAGA-GFP viability, ATP luminescence, 18 h; also: potency is read from the fitted curve at half-maximal effect; some results filed as inactive show a strong effect at the top dose
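CellTiter-Glo luminescence gave cytotoxicity after 18 hours at 37 degrees C. The cells were HepG2 CAGA-GFP in 1% FBS DMEM, stimulated with 500 pg/mL TGF-beta after compound addition. %Activity was normalised to no-cell wells (complete cell-killing) and DMSO (no toxicity), and curves were fitted and classified.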
EPAC2 ag: EPAC2 (human) agonism; hit rate 0.079% among 360,000; EPAC2 activation, biochemical qHTS; response scale: 100% = 6.5 mM cAMP response; Potency, µM (titrated, usually from 154 µM), without a hit: top-dose activation, hits mostly activators; Q8WZA2; AID 720711; also: potency is read from the fitted curve at half-maximal effect; nearly all actives have a fitted effect of over 50% in size
Target sequence (Q8WZA2 whole entry, looked up): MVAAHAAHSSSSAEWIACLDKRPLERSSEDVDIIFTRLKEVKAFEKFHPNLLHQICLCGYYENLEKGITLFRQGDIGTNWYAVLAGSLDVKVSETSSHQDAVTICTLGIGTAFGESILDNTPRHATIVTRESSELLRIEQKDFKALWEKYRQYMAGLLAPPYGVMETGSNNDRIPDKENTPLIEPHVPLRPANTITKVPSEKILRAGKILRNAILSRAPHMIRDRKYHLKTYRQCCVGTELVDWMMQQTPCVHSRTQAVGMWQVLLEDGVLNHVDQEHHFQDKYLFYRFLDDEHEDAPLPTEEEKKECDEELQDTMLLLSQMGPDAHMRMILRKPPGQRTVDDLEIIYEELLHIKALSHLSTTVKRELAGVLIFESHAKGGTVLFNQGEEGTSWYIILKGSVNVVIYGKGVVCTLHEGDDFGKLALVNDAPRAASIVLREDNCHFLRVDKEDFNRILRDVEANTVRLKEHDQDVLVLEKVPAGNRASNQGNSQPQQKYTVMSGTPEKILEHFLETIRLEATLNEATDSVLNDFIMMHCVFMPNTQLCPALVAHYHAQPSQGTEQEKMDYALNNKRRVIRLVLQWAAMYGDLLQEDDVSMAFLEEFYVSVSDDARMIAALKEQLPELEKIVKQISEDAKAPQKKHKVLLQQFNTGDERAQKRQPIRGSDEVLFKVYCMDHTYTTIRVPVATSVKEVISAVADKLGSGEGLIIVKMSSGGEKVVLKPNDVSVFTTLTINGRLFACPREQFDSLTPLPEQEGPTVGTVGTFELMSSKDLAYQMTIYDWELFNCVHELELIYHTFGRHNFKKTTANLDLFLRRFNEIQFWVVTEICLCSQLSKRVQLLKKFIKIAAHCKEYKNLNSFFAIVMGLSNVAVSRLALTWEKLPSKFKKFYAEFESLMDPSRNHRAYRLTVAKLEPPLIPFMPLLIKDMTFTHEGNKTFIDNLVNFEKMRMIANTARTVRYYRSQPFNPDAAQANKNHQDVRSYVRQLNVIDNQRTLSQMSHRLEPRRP
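Each well held 100 nM EPAC2, 250 nM RAP1B-BODIPY-GDP and 50 uM GDP. Fluorescence, read at 5-min intervals to 30 min, was referenced to a 6.5 mM cAMP positive control.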
ATXN2 expr inh: inhibitors of ATXN2 expression | Potency, µM (series often up to 57 µM), for inactives: at the top dose activity change, negative = inhibition, usual class: inhibitors | HEK-293 ATXN2-luciferase reporter, luminescence, 24 h | hit rate 0.72% among 360,000; also: potency is read from the fitted curve at half-maximal effect; % is scaled to controls: 0 for no effect and ±100 for the full control effect; nearly all actives have a fitted effect of over 55% in size
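qHTS (up to 57 uM final) was run with 24 h compound exposure of reporter cells at 37 °C. Each well was multiplexed: SteadyGlo luminescence measured ATXN2-luciferase expression after a fluorogenic Gly-Phe-AFC viability readout (25 uM final).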
ATXN viability: reduces viability in counter-screen for ATXN expression inhibitors; S2 cells (HEK-293 line with an ATXN2-luciferase reporter) viability, CellTiter-Fluor protease fluorescence, 24 h; Potency, µM (highest dose often 56.7 µM), most hits filed as cytotoxic; hit rate 0.49% among 400,000; also: potency is read from the fitted curve at half-maximal effect; nearly all actives have a fitted effect of over 40% in size
* marks the source's active call; other numbers are inactive results; & = joins results of further samples. Unless noted, calls follow the shape of the dose curve; as a rule, active = well fitted curve in the direction sought with a large enough effect; inconclusive = small, poorly fitted or top-dose-only effect, or another doubt; inactive = no such curve, though single readings can be large; an effect the other way counts as inactive or inconclusive.

Screening Cc1ccc(NC(=O)C2C3C=CC4(O3)C2C(=O)N(CCCN2CCCCC2)C4C(=O)NC2CCCCC2)cc1C (stereo not given) returned IL2 activator -1.2, Nrf2 block -11%, Nrf2 activator -0.1%, A549 viability -10%, TGFb inhibitor -2%, HepG2 tox 3%, EPAC2 ag 3%, ATXN2 expr inh -19% and ATXN viability inactive.
Screening COCCN1CCN(C(=O)c2ccc3oc(CCCc4ccccc4)nc3c2)CC1 returned IL2 activator -2.9, Nrf2 block inconclusive, Nrf2 activator 0.8%, A549 viability 0%, TGFb inhibitor -7%, HepG2 tox -3%, EPAC2 ag 6%, ATXN2 expr inh 30% and ATXN viability inactive.
CSc1nnc(C2CCN(CC(=O)Nc3ccccc3N3CCOCC3)CC2)n1C(C)C was read as IL2 activator 1.1, Nrf2 block inconclusive, Nrf2 activator -0.6%, A549 viability 1%, TGFb inhibitor -1%, HepG2 tox 0%, EPAC2 ag 7%, ATXN2 expr inh -6% and ATXN viability inactive.
Screening COc1ccccc1C(=O)Nc1cc2cc(Br)ccc2oc1=O returned IL2 activator 0.8, Nrf2 block 3%, Nrf2 activator 4.6%, A549 viability -1%, TGFb inhibitor -5%, HepG2 tox -2%, EPAC2 ag -7%, ATXN2 expr inh -7% and ATXN viability inconclusive.
O=C1NC[C@H](Cc2ccc(O)cc2)N(C[C@@H]2CCCN2C[C@H](Cc2ccccc2)N2C[C@H](Cc3ccccc3)N(CC3CCCCC3)C(=O)C2=O)C1=O was read as IL2 activator -0.6, Nrf2 activator -0.4%, EPAC2 ag 4%, ATXN2 expr inh -3% and ATXN viability inactive.
For Cc1ccc(NC(=O)C2CC(=O)n3ncnc3N2)cc1C (stereo not given) the results were IL2 activator 0.0, Nrf2 block 6%, Nrf2 activator -0.5%, A549 viability -1%, TGFb inhibitor 7%, HepG2 tox -1%, EPAC2 ag 2%, ATXN2 expr inh 11% and ATXN viability inactive.
Screening CC1=C(C)SC(=C(C#N)c2nnc(N3CCOCC3)n2-c2ccccc2)S1 returned IL2 activator -1.0, Nrf2 block 8%, Nrf2 activator 0.4%, A549 viability -4%, TGFb inhibitor -1%, HepG2 tox 6%, EPAC2 ag -8%, ATXN2 expr inh -13% and ATXN viability inconclusive.
Screening Cc1cc(SCC(=O)Nc2ccc(C(F)(F)F)cc2)nc(=O)[nH]1 returned Nrf2 activator -1.5%, A549 viability -7%, TGFb inhibitor -1%, HepG2 tox -6%, ATXN2 expr inh -31% and ATXN viability inactive.
O=C1C2C3C=CC(C4CC34)C2C(=O)N1/N=C/c1ccc(-c2cccc([N+](=O)[O-])c2)o1 (stereo not given) was read as IL2 activator -4.5, Nrf2 block -3%, Nrf2 activator inconclusive, A549 viability -1%, TGFb inhibitor 8%, HepG2 tox -20%, EPAC2 ag 11%, ATXN2 expr inh -15% and ATXN viability inactive.
`CC1CCN(S(=O)(=O)c2ccc3c(c2)N(CC(=O)NCCCN2CCCC(C)C2)C(=O)CS3)CC1` (stereo not given) gave IL2 activator -3.2, Nrf2 block 1%, Nrf2 activator -0.3%&8.3%, A549 viability -7%&3%, TGFb inhibitor inconclusive, HepG2 tox -10%&-37%, EPAC2 ag 2%, ATXN2 expr inh -6% and ATXN viability inconclusive.
`COc1ccc(-c2cc3nc(C)c(CCC(=O)Nc4cccc(C(F)(F)F)c4)c(C)n3n2)c(OC)c1` gave Nrf2 block 10%, Nrf2 activator -0.7%, A549 viability -2%, TGFb inhibitor inconclusive, HepG2 tox -9%, ATXN2 expr inh -7% and ATXN viability inactive.
For CC(=O)Nc1ccc(CNc2nc3cc(-c4ccc(F)cc4)sc3c(=O)n2C)cc1 the results were IL2 activator 0.0, Nrf2 activator 8.9%, TGFb inhibitor 1%, HepG2 tox -20%, EPAC2 ag 6%, ATXN2 expr inh 13% and ATXN viability inconclusive.
For CCCC1=C(C(=O)OCC)C(c2cc(Cl)cc(OC)c2OCc2ccccc2)NC(=O)N1 (stereo not given) the results were IL2 activator -3.9, Nrf2 block inconclusive, Nrf2 activator 2.0%, A549 viability inconclusive, TGFb inhibitor inconclusive, HepG2 tox -5%, EPAC2 ag 1%, ATXN2 expr inh 20% and ATXN viability inconclusive.
For O=C(c1ccco1)N1CCN(C(=O)c2oc(=O)c3ccccc3c2-c2ccccc2)CC1 the results were IL2 activator -1.1, Nrf2 block 1%, Nrf2 activator 0.4%, A549 viability -7%, TGFb inhibitor -8%, HepG2 tox -20%, EPAC2 ag 18%, ATXN2 expr inh -4% and ATXN viability inactive.
For CCC(CO)NC(=O)c1ccccc1C(F)(F)F (stereo not given) the results were IL2 activator 1.3, Nrf2 block 15%, Nrf2 activator -2.0%, A549 viability -6%, TGFb inhibitor -5%, HepG2 tox 2%, EPAC2 ag 11%, ATXN2 expr inh 8% and ATXN viability inactive.
Screening O=C(Nc1nc2c(s1)C(=O)CCC2)c1ccccc1 returned IL2 activator 1.7, Nrf2 block inconclusive, Nrf2 activator 4.2%, A549 viability 10%, TGFb inhibitor 1%, HepG2 tox -31%, EPAC2 ag 8%, ATXN2 expr inh -18% and ATXN viability inactive.
COc1ccc(C=O)cc1OC(=O)C1(C)Cc2ccccc2C(=O)O1 (stereo not given) was read as IL2 activator -1.5, Nrf2 block 8%, Nrf2 activator -0.9%, A549 viability -1%, TGFb inhibitor 3%, HepG2 tox -9%, EPAC2 ag -9%, ATXN2 expr inh 0% and ATXN viability inconclusive.
`CCN1CCN(CCCNC(=O)Cn2cc3c(n2)CCCC3)CC1` gave IL2 activator -0.5, Nrf2 block 5%, Nrf2 activator -1.5%, A549 viability -7%, TGFb inhibitor 0%, HepG2 tox -12%, EPAC2 ag 5%, ATXN2 expr inh 4% and ATXN viability inactive.
Cc1ccccc1CS(=O)(=O)c1ccc(C(=O)N2CCC(C)CC2)cc1[N+](=O)[O-] was read as IL2 activator -3.5, Nrf2 block 0%, Nrf2 activator 3.5%, A549 viability -5%, TGFb inhibitor 2%, HepG2 tox -1%, EPAC2 ag -5% and ATXN viability inactive.
Screening CCCC(C(=O)NC(C)(C)C)N(CC1CCCO1)C(=O)CNS(=O)(=O)c1ccc(F)cc1 (stereo not given) returned IL2 activator 0.0, Nrf2 block inconclusive, Nrf2 activator -0.4%, A549 viability -7%, TGFb inhibitor 3%, HepG2 tox 0%, EPAC2 ag -5%, ATXN2 expr inh 10% and ATXN viability inconclusive.

Two compounds picked at random from those above:
Cc1ccccc1CS(=O)(=O)c1ccc(C(=O)N2CCC(C)CC2)cc1[N+](=O)[O-] was read as IL2 activator -3.5, Nrf2 block 0%, Nrf2 activator 3.5%, A549 viability -5%, TGFb inhibitor 2%, HepG2 tox -1%, EPAC2 ag -5% and ATXN viability inactive.
For Cc1ccc(NC(=O)C2CC(=O)n3ncnc3N2)cc1C (stereo not given) the results were IL2 activator 0.0, Nrf2 block 6%, Nrf2 activator -0.5%, A549 viability -1%, TGFb inhibitor 7%, HepG2 tox -1%, EPAC2 ag 2%, ATXN2 expr inh 11% and ATXN viability inactive.

Going on with the list.
For O=C(C1CCCCC1)N1C[C@H](n2cc(C3CC3)nn2)[C@@H](O)C[C@@H]1c1ccccc1 the results were IL2 activator -0.7, Nrf2 activator -1.0%, TGFb inhibitor 2%, HepG2 tox -19%, EPAC2 ag 2%, ATXN2 expr inh 3% and ATXN viability inactive.
CCc1cc(=O)oc2cc(OCC(=O)NCCCN3CCOCC3)c(Cl)cc12 was read as IL2 activator 0.5, Nrf2 block -7%, Nrf2 activator -0.3%, A549 viability -9%, TGFb inhibitor -1%, HepG2 tox 0%, EPAC2 ag 3%, ATXN2 expr inh 3% and ATXN viability inactive.
`O=CNC1CCCc2c1[nH]c1ccc(Cl)cc21` (stereo not given) gave IL2 activator 1.5, Nrf2 block inconclusive, Nrf2 activator 3.0%, A549 viability 5%, TGFb inhibitor 9%, HepG2 tox -3%, EPAC2 ag -2%, ATXN2 expr inh -7% and ATXN viability inactive.
Screening NS(=O)(=O)c1ccc(NC(=O)CSc2cn[nH]n2)cc1 returned IL2 activator -0.2, Nrf2 block -29%, Nrf2 activator -1.1%, A549 viability 1%, TGFb inhibitor 0%, HepG2 tox 5%, EPAC2 ag 3%, ATXN2 expr inh 13% and ATXN viability inactive.
Screening Cc1ccc(OCCNC(=O)c2ccccc2OCc2c(C)noc2C)cc1 returned IL2 activator -0.6, Nrf2 block -24%, Nrf2 activator 3.3%, A549 viability 3%, TGFb inhibitor 4%, HepG2 tox -6%, EPAC2 ag 10% and ATXN viability inactive.
Screening CC(C)Oc1ccc(-c2nc3c(C#N)c[nH]n3c2NC2CCCCC2)cc1 returned Nrf2 block inconclusive, Nrf2 activator 6.5%, A549 viability -3%, TGFb inhibitor inconclusive, HepG2 tox -3%, ATXN2 expr inh 27% and ATXN viability inactive.
CCN1CCN(C(c2cccs2)C(C)NS(=O)(=O)c2ccc(Br)cc2)CC1 (stereo not given) was read as IL2 activator 0.0, Nrf2 block inconclusive, Nrf2 activator 3.9%, A549 viability inconclusive, TGFb inhibitor 3%, HepG2 tox -3%, EPAC2 ag 5%, ATXN2 expr inh -10% and ATXN viability inactive.
COCCOC(=O)C1=C(C)NC2=C(C(=O)CCC2)C1c1ccc2c(c1)OCO2 (stereo not given) was read as IL2 activator -0.5, Nrf2 block 1%, Nrf2 activator -0.3%, A549 viability 1%, TGFb inhibitor -9%, HepG2 tox 4%, EPAC2 ag 8%, ATXN2 expr inh -8% and ATXN viability inconclusive.
Screening CCc1cccc(CC)c1N1C(=O)CC(Sc2ccccc2N)C1=O (stereo not given) returned IL2 activator 0.2, Nrf2 activator 0.3%, TGFb inhibitor 5%, HepG2 tox -5%, EPAC2 ag -6% and ATXN viability inconclusive.

An unsorted share of the library, and some 4.3% of all compounds hit somewhere here.
